# Source: PubChem (NCI)
# NCI-60 one-dose screen, 48 h, at 10 µM unless noted. Numbers give growth in % (100 = growth as untreated, 0 = no growth, -100 = all killed).
# U251 – U251 CNS tumor cells | AID 1794753 | 5.4% of 80,000 active
# SF-295 – SF-295 CNS cancer cells; 5.6% of 79,000 active
# SNB-75 – SNB-75 CNS cancer; AID 1794750; 5% of 79,000 active
# SF-539 – SF-539 CNS cancer; 6.8% of 81,000 active; AID 1794752
# CAKI-1 – CAKI-1 renal cancer; 4.7% of 75,000 active; AID 1794772
# SF-268 – SF-268 CNS cancer cells; AID 1794759; 3.1% of 82,000 active
# NCI-H23 – NCI-H23 lung cancer. 4% of 80,000 active. AID 1794731
# SNB-19 – SNB-19 CNS cancer cells | 2.5% of 81,000 active | AID 1794751
# A498 – A498 renal cancer cells; 5.4% of 76,000 active
# Numbers without * were called inactive; / = not tested or not shown; & = joins results of further samples. How the source made its calls: active means growth percent below 10; inactive means the rest.
# Sample of the layout (23 entries):
SMILES,U251,SF-295,SNB-75,SF-539,CAKI-1,SF-268,NCI-H23,SNB-19,A498
COc1ccc2c(c1)c(-c1nc(-c3c[nH]c4ncccc34)cs1)cn2CCNC(=O)OC(C)(C)C,69,85,68,66,/,84,71,93,85
CC(=O)C(C(=O)CC(C)C)C(C)C (stereo not given),99,171,76,91,/,103,88,/,116
COc1cc(-c2nc3ccccc3o2)cc(CN2CCN(c3ccccc3)CC2)c1O,53,36,66,95,85,83,38,83,78
c1ccc(COc2cccc(-c3nc4sccn4c3-c3ccncn3)c2)cc1,76,93,89,87,63,80,76,83,65
O=C(O)c1cn(C2CC2)c2cc(N3CCN(Cn4nc(-c5ccncc5)oc4=S)CC3)c(F)cc2c1=O,97,98,81,104,94,97,96,99,/
Cc1ccc(O)c(O)c1,94,101,78,91,88,104,97,100,122
[O-][n+]1onc(C23CC4CC(CC(C4)C2)C3)c1SCc1ccccc1,87,99,101,81,97,95,96,91,97
O=C(CCSc1nnc2n(Cc3ccccc3)c(=O)c3c4c(sc3n12)CCCC4)N1CCOCC1,94,96,95,99,85,97,102,103,105
CCN(CC)CCCNC(=O)C(c1ccccc1)c1ccccc1,100,103,88,103,95,99,98,104,/
Nc1nc(N)c2nc(-c3ccccc3)c(N)nc2n1,69&85,69&111,88&68,77,106&74,89&101,89&85,97&93,113&94
NC(N)=Nc1nc2ccccc2n2c1nc1ccccc12,28,24,44,50,23,29,36,39,52
Cc1ccc(S(=O)(=O)N(CCO)CCO)cc1,92,97,105,101,/,109,109,94,66
CCOc1ccc(-n2nc(C(=O)Nc3ccc(F)c(F)c3)nc2-c2cc(OC)c(OC)c(OC)c2)cc1,70,61,74,97,68,85,77,87,69
Nc1nc(N)nc(Cn2c(-c3nonc3N)nc3ccccc32)n1,105,79,93,95,96,111,98,93,111
CSc1nc(=O)n(Cc2ccc(F)cc2)c(=O)n1Cc1ccc(Cl)cc1,95,139,77,103,71,84,92,96,88
COc1cc(/C=C2\CC/C(=C\c3cc(CN4CCCCC4)c(O)c(OC)c3)C2=O)cc(CN2CCCCC2)c1O,104,115,98,66,96,99,111,105,116
Cc1ccc(/C(=N\c2sc(-c3ccccc3)nc2-c2ccccc2)N2CCN(c3ccccc3F)CC2)cc1,100,101,97,97,83,102,89,94,103
O=c1[nH]c(=S)[nH]cc1Oc1ccc(Cl)cc1,112,100,98&87,97&98,96,120&112,111&98,104&103,121&106
Cc1ccnc2ccc(O)cc12,103,99,110,103,104,102,111,107,88
Nc1ccc(C2c3ccccc3Oc3ccccc32)cc1,93,89,85,111,87,102,99,105,124
COc1ccc(/C=N/NC(=O)c2c(N)nn(C)c2Nc2ccccc2)cc1OCc1ccccc1,92,94,102,97,101,99,87,94,87
O=C(CCl)Oc1ccc2ccccc2c1,102,109,90,96,100,103,99,109,97
COc1cc(-c2nc(-c3nnc(-c4cccnc4)o3)c3ccccn23)cc(OC)c1OC,95,80,97,107,104,96,101,102,83

# The whole of this part, repeating the preview:
SMILES,U251,SF-295,SNB-75,SF-539,CAKI-1,SF-268,NCI-H23,SNB-19,A498
COc1ccc2c(c1)c(-c1nc(-c3c[nH]c4ncccc34)cs1)cn2CCNC(=O)OC(C)(C)C,69,85,68,66,/,84,71,93,85
CC(=O)C(C(=O)CC(C)C)C(C)C (stereo not given),99,171,76,91,/,103,88,/,116
COc1cc(-c2nc3ccccc3o2)cc(CN2CCN(c3ccccc3)CC2)c1O,53,36,66,95,85,83,38,83,78
c1ccc(COc2cccc(-c3nc4sccn4c3-c3ccncn3)c2)cc1,76,93,89,87,63,80,76,83,65
O=C(O)c1cn(C2CC2)c2cc(N3CCN(Cn4nc(-c5ccncc5)oc4=S)CC3)c(F)cc2c1=O,97,98,81,104,94,97,96,99,/
Cc1ccc(O)c(O)c1,94,101,78,91,88,104,97,100,122
[O-][n+]1onc(C23CC4CC(CC(C4)C2)C3)c1SCc1ccccc1,87,99,101,81,97,95,96,91,97
O=C(CCSc1nnc2n(Cc3ccccc3)c(=O)c3c4c(sc3n12)CCCC4)N1CCOCC1,94,96,95,99,85,97,102,103,105
CCN(CC)CCCNC(=O)C(c1ccccc1)c1ccccc1,100,103,88,103,95,99,98,104,/
Nc1nc(N)c2nc(-c3ccccc3)c(N)nc2n1,69&85,69&111,88&68,77,106&74,89&101,89&85,97&93,113&94

# Single records, from the list above. Values in the order: U251, SF-295, SNB-75, SF-539, CAKI-1, SF-268, NCI-H23, SNB-19, A498
# Listed for `COc1cc(-c2nc3ccccc3o2)cc(CN2CCN(c3ccccc3)CC2)c1O` = 53, 36, 66, 95, 85, 83, 38, 83, 78
# Listed for `c1ccc(COc2cccc(-c3nc4sccn4c3-c3ccncn3)c2)cc1` = 76, 93, 89, 87, 63, 80, 76, 83, 65

# Going on with the list:
SMILES,U251,SF-295,SNB-75,SF-539,CAKI-1,SF-268,NCI-H23,SNB-19,A498
NC(N)=Nc1nc2ccccc2n2c1nc1ccccc12,28,24,44,50,23,29,36,39,52
Cc1ccc(S(=O)(=O)N(CCO)CCO)cc1,92,97,105,101,/,109,109,94,66
CCOc1ccc(-n2nc(C(=O)Nc3ccc(F)c(F)c3)nc2-c2cc(OC)c(OC)c(OC)c2)cc1,70,61,74,97,68,85,77,87,69
Nc1nc(N)nc(Cn2c(-c3nonc3N)nc3ccccc32)n1,105,79,93,95,96,111,98,93,111
CSc1nc(=O)n(Cc2ccc(F)cc2)c(=O)n1Cc1ccc(Cl)cc1,95,139,77,103,71,84,92,96,88
COc1cc(/C=C2\CC/C(=C\c3cc(CN4CCCCC4)c(O)c(OC)c3)C2=O)cc(CN2CCCCC2)c1O,104,115,98,66,96,99,111,105,116
Cc1ccc(/C(=N\c2sc(-c3ccccc3)nc2-c2ccccc2)N2CCN(c3ccccc3F)CC2)cc1,100,101,97,97,83,102,89,94,103
O=c1[nH]c(=S)[nH]cc1Oc1ccc(Cl)cc1,112,100,98&87,97&98,96,120&112,111&98,104&103,121&106
Cc1ccnc2ccc(O)cc12,103,99,110,103,104,102,111,107,88
Nc1ccc(C2c3ccccc3Oc3ccccc32)cc1,93,89,85,111,87,102,99,105,124
COc1ccc(/C=N/NC(=O)c2c(N)nn(C)c2Nc2ccccc2)cc1OCc1ccccc1,92,94,102,97,101,99,87,94,87
O=C(CCl)Oc1ccc2ccccc2c1,102,109,90,96,100,103,99,109,97
COc1cc(-c2nc(-c3nnc(-c4cccnc4)o3)c3ccccn23)cc(OC)c1OC,95,80,97,107,104,96,101,102,83
Fc1ccc(/C=N/n2c(-c3cc(Cl)cc(Cl)c3Cl)nn(CNc3ccc(Cl)nn3)c2=S)cc1,90,121,99,98,/,105,86,101,105
OCC1OC(OCC2OC(OC3(CO)OC(CO)C(O)C3O)C(O)C(O)C2O)C(O)C(O)C1O (stereo not given),107,/,94,97,105,112,106,104,123
Cn1c(=O)c2[nH]c(COc3ccccc3[N+](=O)[O-])nc2n(C)c1=O,103,92,103,107,100,113,105,108,93
COc1cccc(NC(=O)Nc2ccc(Nc3ncnc4sc5c(c34)CCN(C(=O)CCl)C5)cc2)c1,96,98,86,106,94,91,97,102,93
COc1ccc(C2=Nc3c(C)nn(-c4ccccc4)c3NC(c3ccc(Oc4ccnc5cc(Cl)ccc45)c(OC)c3)C2)cc1 (stereo not given),87,93,62,92,71,79,78,79,54
Cc1cn2c(-c3ccc(Br)cc3)cnc2s1,96,/,91,96,93,107,93,100,88
CCOC(=O)CC1CSC(N/N=C/c2ccc([N+](=O)[O-])cc2)=N1 (stereo not given),92,108,100,106,95,100,105,100,87
COc1cc(N)ccc1NC(C)=O,97&101,100&105,98&95,89&99,89&104,108&99,91&116,92&109,128&133
COc1ccc(-c2nn(-c3ccccc3)cc2/C=C/C(=O)c2ccc(NC(=O)CCCCCCC(=O)NNc3ccccc3)cc2)cc1,95,102,94,100,88,99,95,96,94
CC(=O)/C(=C/N1C(=O)CC(=O)NC1=S)C(=O)Nc1ccccc1C,94,99,93,98,96,101,95,97,87
O=C1CCN2C(=O)Nc3ccccc3C2C1 (stereo not given),104,97,83,96,90,110,101,92,120
OC(c1ccccc1)c1ccc(Br)cc1 (stereo not given),115,/,106,106,94,103,104,118,89
C[N+](C)(C)CCc1ccccc1,95,93,93,96,/,97,100,98,97
CC1(C)SCC(COC(=O)c2ccccc2)S1 (stereo not given),104,88,96,105,91,105,90,106,97
C=CCn1c(SCC(=O)Nc2ccc(/C(C)=N/O)cc2)nnc1-c1cc(-c2ccc(S(N)(=O)=O)cc2)nc2ccccc12,67,98,54,64,52,67,97,70,89
CN1C(=O)N(C)C2C1NN=c1s/c(=C\c3c[nH]c4ccccc34)c(=O)n12 (stereo not given),14,13,/,2.3*,82,39,39,27,/
Cc1ccc(Cl)cc1NC(=O)OCCN(C)C(=O)Nc1cc(Cl)ccc1C,/,86,91,104,64,102,94,83,88
COc1cc2oc(-c3cccc(C(=O)NCC(=O)OC(C)(C)C)c3)cc(=O)c2c(OC)c1OC,91,79,101,80,76,95,85,96,96
Oc1ccc(CC2=NCCc3cc(O)c(O)cc32)cc1O,102,90,88,110,105,99,105,102,119
CC(=O)Cc1nsc(NC(=O)c2cc(-c3cc(Cl)cc(Cl)c3)oc2C)n1,93,99,84,99,91,88,101,101,103
CCCCCc1ccc(S(=O)(=O)Nc2ccc3nc(NC(C)=O)oc3c2)cc1,87,94,97,87,81,79,58,84,68
COc1ccc(N2CCN(C3=C(Cl)C(=O)C(C)=C(C)C3=O)CC2)cc1,100,108,107,105,92,105,106,99,108
NC(=S)N1N=C(c2ccc(Cl)cc2)CC1c1cc2ccccc2[nH]c1=O (stereo not given),107,108,106,106,114,112,105,101,90
CCN1C(=O)N(CC)C2C1NN=c1s/c(=C\c3cccnc3)c(=O)n12 (stereo not given),19,12,/,-13*,48,49,45,29,/
O=c1oc2ccc(Cl)cc2cc1-c1cs/c(=N/N=C\c2ccc(Cl)cc2)n1/N=C/c1ccc(Cl)cc1,102,108,123,107,110,104,100,98,84
Cn1nc(C(C)(C)C)cc1NC(=O)Cc1ccc(/C=C2\C(=O)Nc3ccccc32)cc1,56,52,75,55,46,63,41,64,63
O=C(NCCNc1nccc(-n2ccc3cccnc32)n1)c1ccc(Cl)cc1,102,100,/,106,98,100,102,103,103
CCCCN(CCCC)CC(O)Cc1ccc(OCC)cc1 (stereo not given),94,104,99,107,/,102,101,99,77
CCCC/C(=N\N=C(N)N)c1ccc(F)cc1,32,18,-1.8*,12,29,45,35,42,/
O=C(O)c1c2c(nc3ccccc13)CCCC2,102,102,97,96,94,96,119,111,93
Cc1ccc(C)c2c1CCCC2=O,100,105,85,103,95,104,113,110,83
COC(=O)c1cccc2c(C(=O)O)cc(-c3ccccc3)nc12,103,104,85,110,100,101,102,104,118
C=CCN1C(=O)/C(=N\c2nnc(-c3ccc(Cl)cc3)s2)c2ccccc21,90,94,95,86,84,98,90,97,98
COc1ccc2nc(-c3nnc(-c4ccccc4)o3)c(Cl)nc2c1,105,112,100,105,94,103,103,101,111
CCSc1nc(-c2ccc(OCc3ccccc3)cc2)c(C#N)c(=O)[nH]1,61,74,80,72,94,76,/,75,98
CCCS(=O)(=O)Nc1cc(-c2cc(C#CCN3CCN(C)CC3)cnc2N)cc(F)c1OC,98,96,91,104,92,93,101,96,86
CCOc1ccc(/C=C(/C#N)C(N)=O)cc1,112,136,99,102,126,106,122,109,85
# Continuation:
SMILES,U251,SF-295,SNB-75,SF-539,CAKI-1,SF-268,NCI-H23,SNB-19,A498
O=S(=O)(NCCCNc1cc(-c2cn(-c3ccccc3)nc2-c2cccc(O)c2)ccn1)c1cccc2ccccc12,35,-20*,28,33,29,40,45,64,44
Cc1ccc(Nc2nc(N)nc(C(Cl)(Cl)Cl)n2)c(O)c1,90,95,68,92,71,93,85,97,78
N#Cc1cccc(-c2ccc3c(c2)NC(=O)/C3=C\c2ccc[nH]2)c1,93,79,58,72,52,96,34,91,/
COc1ccc(C(=O)c2sc3nc(-c4cc(OC)ccc4OC)cc(-c4ccc(OC)cc4)c3c2N)cc1,101,98,87,90,88,97,95,105,/
COc1ccc(OC/C=C\Cl)cc1,101,/,90,100,/,100,104,102,100
CS(=O)(=O)c1ccc(-c2cnc(N)c(-c3ccc(C(F)(F)F)nc3)n2)cc1,99,107,85,100,95,92,100,/,112
NC(=NCCCC(NC(=O)OCc1ccccc1)C(=O)NC(Cc1ccccc1)C(=O)OCc1ccccc1)NC(=O)OCc1ccccc1 (stereo not given),95,92,102,100,97,107,95,90,104
O=C(O)C1CCCCN1 (stereo not given),100,93,96,97,89,116,103,105,126
Cc1cc2c(cc1C)NC(=O)CC(c1ccccc1)=N2,113,87,105,101,101,112,95,122,/
Clc1cccc(Cl)c1/C=C/c1cc(/C=C/c2ccccc2)c2ccccc2n1,95,104,89,106,92,98,102,98,107
O=C(c1ccc(O)c(Br)c1)c1ccc(O)c(Br)c1,109,118,95,90,119,91,103,94,94
